Bioassay records (PubChem BioAssay)
sEH inhibitor: soluble epoxide hydrolase inhibitors, primary screen, biochemical, human sEH | recombinant human sEH enzymatic activity assay | inhibition, % at 2 µM | 91,000 compounds, 0.34% hits; in the data active = inhibition above about 80%; also: values of inactives mirror those of a sister screen read the other way; many of its hits are not listed in these tables
Target sequence (P34913 whole entry, looked up): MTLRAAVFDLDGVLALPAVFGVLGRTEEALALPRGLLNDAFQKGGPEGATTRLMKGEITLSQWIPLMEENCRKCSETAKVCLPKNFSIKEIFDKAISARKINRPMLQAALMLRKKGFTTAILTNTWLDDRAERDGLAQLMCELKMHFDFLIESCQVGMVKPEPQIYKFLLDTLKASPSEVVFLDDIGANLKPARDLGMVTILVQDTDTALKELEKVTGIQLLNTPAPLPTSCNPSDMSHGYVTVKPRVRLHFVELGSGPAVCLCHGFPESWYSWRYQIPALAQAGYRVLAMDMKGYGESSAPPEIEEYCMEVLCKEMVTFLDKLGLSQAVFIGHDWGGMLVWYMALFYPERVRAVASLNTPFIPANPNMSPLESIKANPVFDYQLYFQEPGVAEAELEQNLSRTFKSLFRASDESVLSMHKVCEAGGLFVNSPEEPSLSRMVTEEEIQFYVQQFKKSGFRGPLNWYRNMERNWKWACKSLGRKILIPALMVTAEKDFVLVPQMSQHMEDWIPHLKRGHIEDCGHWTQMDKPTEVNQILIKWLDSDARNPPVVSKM
IL1B cytotox: cytotoxicity in IL-1B stimulated HUVEC, primary screen, cytotoxicity control for IL-1B NFkB translocation project, imaging, Hoechst nuclear count, IL-1B stimulus; HUVEC cell count loss; cell count reduction, % at 2 µM; 94,000 compounds, 0.41% hits; AID 845, 2007;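 active = cell count reduction more than 3 SD above the screen-wide mean, cut at about 70% in these data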;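 also: normalized per plate to untreated control cells as the no-loss baseline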
Smad3 FoxH1 inh: Smad3/FoxH1 peptide binding inhibitors, primary screen, biochemical, TR-FRET; 88,000 compounds, 0.29% hits; TR-FRET Smad3/Dy647-FoxH1 peptide binding, europium anti-His; Mothers against decapentaplegic homolog 3 (Homo sapiens), P84022; AID 630, 2007; inhibition, % at 25 µM;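 active = compounds that reduce the energy-transfer binding signal between the protein and its labelled peptide by more than half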;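 also: 0% = Smad3 plus labelled peptide maximal FRET and 100% = peptide-only background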
Target sequence (P84022 whole entry, looked up): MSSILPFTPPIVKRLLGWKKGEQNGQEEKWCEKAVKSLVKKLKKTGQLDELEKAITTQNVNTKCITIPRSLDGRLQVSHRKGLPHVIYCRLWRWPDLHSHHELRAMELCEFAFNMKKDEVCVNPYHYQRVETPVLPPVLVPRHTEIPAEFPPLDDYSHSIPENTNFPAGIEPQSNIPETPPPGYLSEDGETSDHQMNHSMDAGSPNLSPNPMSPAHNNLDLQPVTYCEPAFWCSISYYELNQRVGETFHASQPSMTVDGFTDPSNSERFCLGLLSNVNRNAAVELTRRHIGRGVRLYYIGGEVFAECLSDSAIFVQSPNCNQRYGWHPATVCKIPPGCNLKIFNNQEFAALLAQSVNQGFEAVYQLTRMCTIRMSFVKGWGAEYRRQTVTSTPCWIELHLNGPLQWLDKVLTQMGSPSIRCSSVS
Calb biofilm kill: clotrimazole potentiators killing Candida biofilms, primary screen, with clotrimazole, Alamar Blue | C. albicans biofilm + clotrimazole | inhibition, % at 6 µM | 85,000 compounds, 0.14% hits | AID 834, 2007;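 active = inhibition above 20%; inactive = inhibition below 20%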;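 also: preformed 24 hr biofilms exposed to compound for 48 hr; 0% = biofilm without compound and 100% = blank killed by clotrimazole plus chlorhexidine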
F-actin modifier: modifiers of F-actin cytoskeleton organization, primary screen, imaging, HUVEC, phalloidin staining, high-content imaging. HUVEC TNFa F-actin phalloidin imaging. inhibition, % at 2 µM. 91,000 compounds, 0.18% hits. AID 836, 2007;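 active = inhibition above the batch mean plus 3 SD and confirmed as a hit by visual image inspection, cut at about 30% in these data, passing the limit was not always enough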; also: strong numbers were not always called active
ERb SRC1 inh: inhibitors of ERβ-SRC1 coactivator interaction, primary screen, biochemical, TR-FRET, ERβ LBD, SRC-1 peptide | Estrogen receptor beta (Homo sapiens), Q92731 | TR-FRET ER-beta LBD / SRC1-Cy5 peptide binding; receptor agonist-loaded with 1 µM estradiol | inhibition, % at 25.6 µM | 86,000 compounds, 1.3% hits;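 active = compounds whose percent inhibition of the receptor-coactivator binding signal exceeds about 50% in the single-dose screen, limit read from the data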;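 also: 0% = receptor plus peptide wells without compound and 100% = peptide-only wells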
sEH act: soluble epoxide hydrolase activators, primary screen, biochemical, human sEH. Bifunctional epoxide hydrolase 2 (Homo sapiens), P34913. purified human sEH enzymatic activity, activator screen. activation, % at 2 µM. 91,000 compounds, 0.04% hits; in the data active = activation above about 37%; also: values of inactives mirror those of a sister screen read the other way
VCAM1 TNFa inh: inhibitors of TNFa-induced VCAM1 expression, primary screen, imaging, HUVEC, TNFa stimulus, immunofluorescence; HUVEC TNFa-induced VCAM-1 immunofluorescence, high-content imaging; inhibition, % at 2 µM; 95,000 compounds, 0.48% hits;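 active = inhibition above the batch mean plus 3 SD, with images confirmed as a hit by eye, cut at about 37% in these data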;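 also: 0% = TNF-stimulated DMSO wells and 100% = unstimulated control wells; not every result past the cut was called active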
HUVEC tox TNFa: cytotoxicity in TNFa-stimulated HUVEC, primary screen, cytotoxicity control for VCAM1 expression modulator project, imaging, Hoechst nuclei count. HUVEC TNFalpha-stimulated, Hoechst cell count. cell count reduction, % at 2 µM. 93,000 compounds, 0.17% hits;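 active = cell count reduction exceeding the screen mean by over 5 SD, scaled to untreated wells per plate, cut at about 78% in these data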;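 also: cells counted after 24 h of TNF alpha exposure following the 1 h pretreatment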
Starred values were filed as active, the others as inactive; nt = no result given; [ ] = another dose, or the depositor's remark.

item	Molecule	sEH inhibitor	F-actin modifier	Calb biofilm kill	VCAM1 TNFa inh	Smad3 FoxH1 inh	ERb SRC1 inh	HUVEC tox TNFa	IL1B cytotox	sEH act
1	CCCC(=O)Nc1nn(CCC)c2nc3ccccc3cc12	-9	-6	8	14	-1	10	-26	-104	9
2	O=C(NCc1ccco1)c1ccc2nc3sc4c(c3c(=O)n2c1)CCCC4	-6	-6	nt	-4	nt	nt	16	-18	3
3	CCOC(=O)c1[nH]c2ccccc2c1N=CN(C)C	5	6	7	3	-1	-4	nt	9	-1
4	Cc1ccc(/C=N/n2c(C)cc(C)c(C#N)c2=O)cc1	-9	9	9	8	20	-5	-20	0	12
5	CCCOc1ccc(CSc2ncn[nH]2)cc1	-12	0	7	4	1	-5	7	13	16
6	Cc1cc(C)cc(OC(=O)CCN2C(=O)c3ccccc3C2=O)c1	2	0	7	5	17[fluorescence artefact?]	-3	-26	-28	2
7	COCCSc1ccccc1C(=O)Nc1nncs1	0	-16	4	12	-9	5	76	-12	0
8	CC1(C)Cc2c(C#N)c(SCC(=O)c3ccccc3)nc(N3CCCC3)c2CO1	51	-6	-2	12	13[fluorescence artefact?]	1	-21	22	-49
9	O=C(O)CN1CCN(Cc2ccc(F)cc2Cl)C1=O	nt	nt	-2	nt	0	-5	nt	-17	nt
10	COC(=O)C1(CCSC)NC(c2ccco2)C2C(=O)N(C)C(=O)C21 (stereo unspecified)	-9	-7	-3	-1	3	-8	2	7	9
11	COc1ccc(S(=O)(=O)N(CCCN2CCCC2=O)Cc2cc3c(C)ccc(C)c3[nH]c2=O)cc1	0	-12	nt	-1	nt	nt	-17	8	0
12	O=C(NNC(=S)Nc1ccccc1)c1ccncc1	3	22	nt	-4	nt	nt	7	-37	-2
13	Cn1c(SCC(=O)N2CCOCC2)nc2cccnc21	-1	0	6	-8	-4	22	-7	6	2
14	COc1ccc(CCN/C=C2/CC(=O)NC2=O)cc1OC	9	27	-1	-9	10	-5[fluorescence artefact?]	-10	-44	-9
15	Cc1ccc(C(=O)Nc2nc3ccc(S(C)(=O)=O)cc3s2)s1	24	-11	-4	-8	-7[fluorescence artefact?]	2	4	-11	-25
16	O=C(Cn1c(SCC(=O)N2CCc3ccccc3C2)nc2ccccc21)NC1CCCC1	4	-3	7	26	-15	-6	0	6	-2
17	N#Cc1cc(S(=O)(=O)c2ccccc2)c(N)[nH]c1=O	6	-39	nt	8	nt	nt	-4	-18	-4
18	CCOC(=O)c1c(N)sc(C(=O)N2CCOCC2)c1C	5	-8	1	7	-5	-32	-24	32	-2
19	CCCOc1ccc(N2C(=O)CC(N3CCN(c4ccccc4F)CC3)C2=O)cc1 (stereo unspecified)	4	9	8	-13	4[fluorescence artefact?]	3	-29	-12	-7
20	COc1cc(C2C(C#N)=C(N)N(c3sc4c(c3C#N)CCCC4)C3=C2C(=O)CC(C)(C)C3)cc(OC)c1OC (stereo unspecified)	-14	25	nt	3	nt	nt	3	9	12
21	Cc1nc2c(C(=O)N3CCOCC3)cnn2c(C)c1Cc1ccc(Cl)cc1	-1	-12	7	4	-2	5[fluorescence artefact?]	-7	-11	2
22	CCS(=O)(=O)N1CCCC(C(=O)NC2CCCCC2)C1 (stereo unspecified)	11	1	3	-12	-16	8[fluorescence artefact?]	-10	8	-10
23	Cc1nc(N2CCC3(CC2)OCCO3)c2nnn(Cc3ccccc3F)c2n1	-10	-1	11	-8	-5	-3[fluorescence artefact?]	-11	2	11
24	CCCOc1ccc(C(=O)N2CCCC2C(=O)O)cc1 (stereo unspecified)	-7	-2	-2	0	-6	-4	-24	-3	7
25	O=C(Oc1ccc2c(c1)OCC2=O)c1ccccc1	6	-13	-2	12	-8[fluorescence artefact?]	55*	3	-15	-1
26	Cc1sccc1C1C(C#N)=C(N)SC(N)=C1C#N	5	13	5	-6	13[fluorescence artefact?]	-19[fluorescence artefact?]	-11	-31	-4
27	Cc1ccc(OCCCN(C)C)c(Br)c1	-4	-5	nt	3	nt	nt	-11	-2	4
28	COc1ccc(Cl)cc1NC(=O)NCCCl	0	2	15	-2	-3	13	5	-31	3
29	Cc1ccc(C(=O)CSc2nnc(CNc3ccc(C)cc3C)n2Cc2ccco2)cc1	-16	-42	3	-11	-2	-7	-2	5	18
30	CC1=C(C(=O)NCc2ccccc2)C(c2cccnc2)n2ncnc2N1 (stereo unspecified)	-5	17	0	4	-6	2[fluorescence artefact?]	-5	6	6
31	CCOc1cc(NC2CS(=O)(=O)CC2O)c(OCC)cc1NC(=O)c1ccccc1 (stereo unspecified)	4	nt	1	7	19	-5[fluorescence artefact?]	-36	-72	-2
32	CCOC(=O)c1c(-c2ccc(C)o2)csc1NC(=O)CSc1nncs1	1	-31	-3	-1	-18[fluorescence artefact?]	-3[fluorescence artefact?]	-36	-30	-1
33	COc1ccccc1OCC(O)Cn1c(=N)n(Cc2ccccc2)c2ccccc21 (stereo unspecified)	10	nt	6	nt	1	-22[fluorescence artefact?]	nt	-26	-5
34	Cc1ccc(C(C(=O)NC2CCCC2)N(C(=O)CNC(=O)c2cccs2)c2cccnc2)o1 (stereo unspecified)	4	-10	8	7	12	-9	-23	-30	-5
35	Cn1nnnc1SCC(=O)NCC(=O)c1ccccc1	8	4	4	7	3	-2[fluorescence artefact?]	-13	-30	-5
36	Cc1ccc(C)c(N2CCN(S(=O)(=O)c3ccc4[nH]c(=O)c(=O)[nH]c4c3)CC2)c1	7	21	4	14	-2	8	-52	-7	-6
37	O=C(CSc1nnc(Cc2cc(=O)[nH]c(=O)[nH]2)n1-c1ccc(Cl)cc1)NCC1CCCO1 (stereo unspecified)	9	nt	nt	-4	-3[fluorescence artefact?]	-7	-3	4	-9
38	O=S(=O)(Nc1ccncc1Cl)c1ccccc1	8	-19	8	8	1	5	-7	-102	-10
39	O=c1cc2c(nn1Cc1c(Cl)cccc1Cl)-c1ccccc1CC2	-2	-2	5	8	-2	5	14	7	0
40	Cc1nn(CC(=O)N2CCOCC2)c(C)c1[N+](=O)[O-]	7	-17	nt	16	nt	nt	3	-39	-4
41	O=S(=O)(c1ccccc1)N(Cc1ccccc1)c1ccccn1	-11	6	-5	-1	-9	-1	2	-5	12
42	O=C(O)C1CCCN1c1ncccn1 (stereo unspecified)	-3	2	10	-16	-2	-10	-14	10	3
43	Cc1ccc(C)c(C2=CSC3=NCCN23)c1	-13	-25	9	2	-3	25	-10	-18	13
44	CCCCn1nc2cc(C(=O)N(CC)c3ccc(OC)cc3)ccc2c1OCC	15	18	nt	3	nt	nt	-8	3	-17
45	COc1ccc(-c2nnc(SCC(=O)NC(C)c3ccccc3)o2)cc1 (stereo unspecified)	-1	-20	1	-10	4	-2[fluorescence artefact?]	66	-31	1
46	C=CCn1c(SCC(=O)c2[nH]c(C)c(C(C)=O)c2C)nnc1-c1ccncc1	-9	-3	-2	2	6	5	1	5	12
47	Cc1cc(C)c2c(n1)nn1c(C3CC3)cc(C(F)(F)F)nc21	0	1	3	0	-3	15	-4	-12	0
48	Cc1ccc(OCC(=O)Nc2nnn(C)n2)c(C)c1	3	-16	10	27	8	-5	18	0	-5
49	CCn1cc(SCC(=O)Nc2cc(C)on2)c2ccccc21	-3	13	10	2	1	-10	-1	-7	2
50	CCS(=O)(=O)C(=C1Nc2ccccc2N1)S(=O)(=O)CC	3	-9	7	-19	4	-18	0	-6	1
51	COc1ccc(CCNc2oc(COc3ccccc3F)nc2C#N)cc1OC	12	-2	-3	-10	-4	-7[fluorescence artefact?]	-16	13	-12
52	O=C(CNC(=O)/C(=C\c1ccccc1)NC(=O)c1ccc(Br)cc1)OCc1ccccc1	-1	12	nt	4	nt	nt	0	-30	2
53	O=C(NN1C(=O)c2ccc3c4c(ccc(c24)C1=O)CC3)c1ccc(Br)cc1	12	13	nt	-15	nt	nt	8	0	-9
54	O=C(COC(=O)c1cccnc1Nc1cccc(C(F)(F)F)c1)NCc1ccc2c(c1)OCO2	nt	-3	2	-28	4	9	14	-7	nt
55	COc1ccc2oc(C(=O)c3ccccc3)c(N)c2c1	-4	-9	2	-5	-2	-6	14	-2	5
56	CCOc1cc(C2c3c(n[nH]c3C)C(=O)N2c2ccc(Br)cc2)ccc1O (stereo unspecified)	0	7	6	5	3	3	-5	-8	2
57	C/C(=C\C(=O)c1ccc(Br)cc1)NCc1ccc2c(c1)OCO2	11	-10	nt	2	nt	nt	12	0	-7
58	Cc1cc(C)c(NC(=O)COc2ccccc2C(=O)Nc2ccc3c(c2)oc2ccccc23)c(C)c1	0	-9	-1	7	-6	8	3	12	-3
59	CN(C)c1nc2c(c(=O)[nH]c(=O)n2C)n1Cc1ccc(F)cc1	19	2	-4	-16	3	-2	-18	-2	-20
60	Cc1nn(Cc2cccc(C(=O)Nc3ccn(Cc4ccccc4)n3)c2)c(C)c1[N+](=O)[O-]	55	7	nt	-2	nt	nt	-15	-9	-54

Next results.
item	Molecule	sEH inhibitor	F-actin modifier	Calb biofilm kill	VCAM1 TNFa inh	Smad3 FoxH1 inh	ERb SRC1 inh	HUVEC tox TNFa	IL1B cytotox	sEH act
61	CC(=O)Oc1cc2c(C(=O)NCCCN3CCOCC3)c(C)oc2c2ccccc12	-15	-39	6	2	-4	-5[fluorescence artefact?]	-12	-16	14
62	O=c1c2[nH]c3cccc(Cl)c3c2ncn1CCN1CCCCC1	nt	1	nt	14	nt	nt	27	-7	nt
63	COc1ccc2c(Cl)c(-c3nnc(SCC(=O)c4ccccc4)n3C)sc2c1	-8	-20	3	-2	2	-14	-6	14	10
64	O=C(O)Cn1c(-c2cscn2)nc2ccccc21	-6	7	nt	-3	5	9	-8	-1	6
65	O=C(Oc1cccc(-n2cnnn2)c1)c1sc2ccccc2c1Cl	-4	-12	4	4	-3	7[fluorescence artefact?]	-22	-1	3
66	COc1ccc2c(c1)CCc1c(C(=O)NCc3ccc(Cl)cc3)noc1-2	3	11	1	2	0	49	-9	8	-2
67	COc1cccc(-c2cc(C(=O)N3CCN(Cc4ccccc4)CC3)no2)c1	3	-6	8	4	-3	28	-7	-14	-5
68	CCC(C)NCc1ccc(C(=O)OC)o1 (stereo unspecified)	-10	14	7	5	5	0	-15	-21	10
69	C/C(=N\NC(=O)c1ccc(Cl)c(Cl)c1)c1cccc(NC(=O)C(C)C)c1	-2	-18	nt	4	nt	nt	-2	-2	5
70	CCn1c(=O)c2cc(C(=O)Nc3cc(C)on3)sc2c2ccccc21	26	8	11	-2	31[fluorescence artefact?]	44	-20	-18	-27
71	COc1cccc(N(CC(=O)Nc2cccc(F)c2)S(C)(=O)=O)c1	-15	10	4	8	1	-7	-30	-19	15
72	NC1=NCc2ccccc21	-5	29	6	3	-7	-1	-9	-12	5
73	Cc1nc(SCC(=O)c2c[nH]c3ccccc23)n[nH]1	-4	-13	6	18	9	-27	19	-41	7
74	CCCc1nnc(SCC(=O)N2CCCC(C)C2)n1CC1CCCO1 (stereo unspecified)	8	-5	6	15	-28	-5	-6	-16	-4

The list is partial; count on the stated rates, not on these rows.
